Pol eta inh – DNA polymerase eta (human) inhibition. Potency, µM (doses to about 114 µM), inactives show at the highest dose activity change, negative = inhibition, actives largely listed as inhibitors. 1.2% of 390,000 active. recombinant Pol eta, fluorescent DNA replication assay; also: % is scaled to controls: 0 for no effect and ±100 for the full control effect
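Pol eta (10 nM) was preincubated with compounds for 15 min at room temperature, after which fluorescent replication substrate (50 nM final) was added to start the reaction. Fluorescence was read kinetically at 0 and 10 min.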
POLI inh – DNA polymerase iota (human) inhibition; Pol iota fluorescent replication assay, 10 min; 1% of 390,000 active; Potency, µM (series often up to 115 µM), for inactives: at the top dose activity, negative = inhibition, usual class: inhibitors; AID 588590; Q9UNA4
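Fluorescent replication assay read twice, at 0 min and 10 min after adding 50 nM (final) substrate. Enzyme (10 nM) and compounds were first incubated 15 min at room temperature; enzyme-free buffer wells were negative controls.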
Pol beta inh – blocks human DNA polymerase beta activity | P06746 | Pol beta primer extension/strand displacement, fluorescence kinetic | Potency, µM (series often up to 114 µM), without a hit: at the highest dose activity change, negative = inhibition, hits mostly inhibitors | 1.3% of 340,000 active; also: % is scaled to controls: 0 for no effect and ±100 for the full control effect
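Values derive from four-parameter Hill fits of normalized kinetic data: reads at 0 and 10 min following addition of 50 nM substrate to 10 nM Pol beta preincubated 15 min with compound.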
APE1 inh – APE1 (human) endonuclease inhibition | P27695 | recombinant APE1, TAMRA/BHQ-2 abasic DNA cleavage fluorescence | Potency, µM (top dose mostly 65.8 µM), inactives show at the highest dose activity change, negative = inhibition, usual class: inhibitors | 0.35% of 350,000 active;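 also: plate controls were vehicle for no effect and reference inhibitor for full effect; nearly all actives have a fitted effect of over 55% in size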
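APE1 at 0.75 nM final was preincubated with compound 15 min at room temperature, then 50 nM double-stranded THF abasic-site substrate (5'-TAMRA/3'-BHQ-2) was added. Fluorescence (ex 525/em 598 nm) was read kinetically; third-minus-first read gave activity.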
POLK inh – inhibitors of human DNA polymerase kappa. Q9UBT6. purified Pol kappa, fluorescent DNA synthesis assay, 10 min. Potency, µM (series often up to 107 µM), without a hit: top-dose activity, negative = inhibition, most hits filed as inhibitors. 0.53% of 400,000 active; also: % is scaled to controls: 0 for no effect and ±100 for the full control effect
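First, compounds were pin-transferred onto 10 nM Pol kappa. After 15 min at room temperature, substrate was added to 50 nM final. Fluorescence was then measured kinetically at 0 and 10 min.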
BAZ2B block – inhibitors of human BAZ2B bromodomain. Q9UIF8. AlphaScreen BAZ2B-H3K14Ac peptide displacement. Potency, µM (doses to about 114 µM), inactives show at the highest dose activity change, negative = inhibition, usual class: inhibitors. 4.4% of 360,000 active. AID 504333; also: % is scaled to controls: 0 for no effect and ±100 for the full control effect; nearly all actives have a fitted effect of over 60% in size
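In this displacement format the biotinylated H3(5-23) peptide acetylated at Lys14 serves as ligand at 50 nM, with BAZ2B at 50 nM in PBS pH 7.4 containing 0.01% Tween-20. Donor and acceptor beads are 10 ug/mL final.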
BLM helicase inh – Bloom syndrome helicase (human) inhibition; P54132; recombinant BLM DNA unwinding, fluorescence dequenching; Potency, µM (doses to about 56.1 µM), inactives show top-dose activity change, negative = inhibition, most hits filed as inhibitors; 0.2% of 350,000 active; AID 2528;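 also: plate controls were vehicle for no effect and no enzyme for full effect; nearly all actives have a fitted effect of over 35% in size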
JMJD2A Tudor – inhibitors of human JMJD2A Tudor domain | AlphaScreen JMJD2A-Tudor / H3K4me3 peptide binding | O75164 | 4.4% of 390,000 active | AID 504339 | Potency, µM (top dose mostly 114 µM), for the others: at the top dose activity change, negative = inhibition, most hits filed as inhibitors; also: % is scaled to controls: 0 for no effect and ±100 for the full control effect; nearly all actives have a fitted effect of over 50% in size
G9a block – G9a (human) methyltransferase inhibition | Potency, µM (series often up to 102 µM), inactives show at the highest dose activity, negative = inhibition, hits mostly inhibitors | 8.8% of 350,000 active | AID 504332 | G9a H3K9 monomethylation, AlphaScreen, 2 h | Q96KQ7; also: % is scaled to controls: 0 for no effect and ±100 for the full control effect; nearly all actives have a fitted effect of over 75% in size
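Step 1: enzyme (final 20 nM) with compound, 15 min RT. Step 2: substrate peptide 500 nM and SAM 20 uM, 2 h RT. Step 3: anti-H3K9me1 antibody and AlphaScreen beads, 10 min, then plate read.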
* = called active by the depositor; ? = inconclusive; · = no result given; & = joins results of further samples; ! = not confirmed by another sample; [ ] = remark or other dose. Calls follow the shape of the dose curve; as a rule, active = well fitted curve in the direction sought with a large enough effect; inconclusive = small, poorly fitted or top-dose-only effect, or another doubt; inactive = no such curve, though single readings can be large; an effect the other way counts as inactive or inconclusive. Potency is read from the fitted curve at half-maximal effect. These rows are one share of the data, so the mix of outcomes need not match the whole.

SMILES | Pol eta inh | POLI inh | Pol beta inh | APE1 inh | POLK inh | BAZ2B block | BLM helicase inh | JMJD2A Tudor | G9a block
O=S(=O)(NCCN1CCOCC1)c1ccc2ccccc2c1 | -11.2% | -7.0% | · | 19.1% | -5.7% | · | · | -8.2% | ·
CN(C(=O)CSc1nnc(-c2ccncc2)n1Cc1ccccc1)C1CCS(=O)(=O)C1 (stereo not given) | · | · | -6.6% | -0.8% | · | -6.8% | -3.7% | · | ?
Nc1c(C(=O)NCc2ccco2)c2nc3ccccc3nc2n1CCc1ccc(F)cc1 | -20.1% | 12.3% | -0.7% | 5.5% | -15.9% | 4.0% | -11.8% | 22.2% | -0.7%[59 µM]
COCC(=O)Nc1nc(-c2ccc([N+](=O)[O-])cc2)cs1 | 5.3% | 29.7% | 7.7% | -1.9% | 8.8% | -20.7% | -3.6% | -0.7% | -35.5%
COc1ccccc1CNC(=O)C12CC3CC(CC(C3)C1)C2 | -15.7% | 145.6%[activator] | -2.5% | -4.5% | -3.6% | 37.8%[activator] | -7.1% | 79.4µM* | ·
Cc1ccc(C(=O)NCC(c2ccco2)N2CCCCC2)s1 (stereo not given) | -8.1% | -26.4% | · | 3.1% | -7.1% | 0.5% | · | -8.4% | 15.8%[12.7 µM]
COCCCn1cc(C(=O)c2cc(OC)ccc2OCC(=O)Nc2cc(C)on2)cc(C#N)c1=O | -11.7% | 10.0% | 15.3% | -10.9% | 0.6% | 7.2% | -0.5% | 7.4% | 5.6%[12.7 µM]
CCOC(=O)N1CCN(CC(O)COc2ccc(-c3ccccc3)cc2)CC1 (stereo not given) | -24.5% | 7.0% | -2.5% | -2.1% | -2.0% | -28.8% | -2.8% | -23.6% | -5.1%
COc1cc(S(=O)(=O)N2CCN(C(=O)c3ccccc3)CC2)c(OC)cc1Br | -4.1% | 9.2% | ? | 2.0% | -5.9% | -18.2% | -10.4% | -22.3% | 1.7%
COc1ccccc1CNS(=O)(=O)c1ccc2c(c1)CC(C)N2C(=O)C1CC1 (stereo not given) | -19.1% | 40.0%[activator] | 3.3% | 0.3% | -2.7% | -9.5% | -3.1% | -12.2% | 26.5%[59 µM]
O=c1[nH]cnc(CN2CCCCC2)c1O | -14.7% | 0.1% | · | · | 2.1% | · | · | 50.1µM* | ·
Cc1ccc(-n2nc3c(N4CCC(C(=O)NC(C)c5ccccc5)CC4)nnc(C)c3c2C)cc1 (stereo not given) | ? | ? | ? | · | 4.6% | -32.7% | 1.6% | -22.8% | -13.1%[59 µM]
O=[N+]([O-])c1ccc(/C=[N+](\[O-])[C@@H]2CCCC[C@@H]2/[N+]([O-])=C/c2ccc([N+](=O)[O-])o2)o1 | -23.4% | 47.0%[activator] | ? | -11.9% | -16.2% | 2.51µM* | -2.3% | -35.2% | 50.1µM*
COc1ccccc1CNc1ncncc1-c1ccc2c(c1)OCO2 | · | · | · | -2.4% | -0.9%[60.1 µM] | · | -2.3% | · | 10.8%[0.501 µM]
COc1ccc(Br)cc1CNC(=O)Cc1cccs1 | -23.8% | 111.4%[activator] | 12.5% | 15.7% | -4.4% | ? | -1.4% | -1.7% | -2.6%
CCCN(CCC)S(=O)(=O)c1ccc(C(=O)Nc2nnc(-c3cccc(OC)c3)o2)cc1 | -15.3% | -3.4% | 12.1% | -2.6% | -16.5% | 6.5% | -3.6% | -12.2% | 11.9%
CCOc1ccccc1NC(=S)N1CCC(NC(=O)C(C)(C)C)CC1 | -13.3% | 9.9% | -2.1% | 0.0% | 5.3% | -22.2% | -1.5% | -3.5% | 43.9%
Cc1cccc(-n2ncc3c(Nc4ccc(Oc5ccc(Cl)cc5)cc4)ncnc32)c1 | -19.6% | 23.2% | -10.8% | · | -0.1%[60.1 µM] | 1.6% | -11.5% | -10.3% | 1.0%[59 µM]
O=C1NNC(c2ccccc2)=N/C1=C\c1ccccc1Cl | -31.8% | ? | -3.5% | -6.5% | 0.6% | -18.3% | ? | -31.6% | ·
CCOC(=O)C1CCN(c2c([N+](=O)[O-])c(C(Cl)Cl)nn2-c2ccccc2)CC1 | -6.7% | -56.5% | -4.2% | -1.9% | -7.7% | ? | -4.3% | ? | ?
COc1ccc(/C=N/NC(=O)c2cccc(Br)c2)cc1CN1CCOCC1 | -1.1% | 177.8%[activator] | 3.4% | 15.7% | -3.0% | -12.8% | 4.6% | 0.7% | 16.4%[12.7 µM]
Cc1ccc(OC(=O)Cn2c(C(F)(F)F)nc3ccccc32)cc1 | -5.8% | 12.0% | 4.1% | -3.4% | -20.2% | 6.6% | 0.7% | -6.4% | 15.6%[59 µM]
NS(=O)(=O)c1ccc(NC(=O)CN2CCc3ccccc3C2)cc1 | -13.1% | 123.8%[activator] | 7.8% | 29.1% | 1.2% | -0.3% | -0.8% | -15.4% | 6.8%
CCN1C(=O)[C@H]2[C@@H](c3ccc(-c4ccc(F)cc4)cc3)N3CCCC[C@@]3(C(=O)OC)[C@H]2C1=O | -23.9% | -14.6% | · | 1.3% | 6.8% | -31.3% | · | -22.5% | -21.8%[2.33 µM]
O=C(CSc1nnc2ccc(-c3ccco3)nn12)Nc1ccccc1F | ? | -7.7% | · | 11.8% | -23.6% | ? | · | -17.6% | 14.1µM*
Cc1ccc(C)c(S(=O)(=O)N2CCN(C(=O)Cn3c(=O)cnc4ccccc43)CC2)c1 | -17.2% | 61.0%[activator] | · | 1.0% | -0.9% | 4.7% | · | -13.7% | 2.3%
CCC(Oc1ccccc1)C(=O)NCc1ccc(S(N)(=O)=O)cc1 (stereo not given) | -14.3% | 0.1% | 6.0% | ? | -3.5% | 10.4% | 4.5% | -9.5% | 5.9%[59 µM]
O=C(NCCc1ccc(F)cc1)C(=O)Nc1cc2c3c(c1)CC(=O)N3CCC2 | -14.5% | 20.9% | · | 37.6% | 0.5% | -21.0% | · | -3.4% | -22.6%
Cc1nc2nc(C)c(CCC(=O)NCc3ccc4c(c3)OCO4)c(C)n2n1 | -5.2% | -8.2% | 12.2% | 0.3% | -0.5% | 13.8% | -0.1% | -11.5% | -3.1%[59 µM]
FC(F)(F)c1cccc(-c2cc3ccccc3nc2N2CCCC2)c1 | -14.9% | 1.3% | -0.1% | -1.7% | -6.2% | 196.9%[activator] | -14.2% | 267.0%[activator] | 159.9%[activator][59 µM]
CCc1ccc(S(=O)(=O)Nc2ccc(-c3ccc(N4CCCCCC4)nn3)cc2)cc1 | -4.9% | 8.9% | 1.7% | · | -11.3%[60.1 µM] | -0.7% | -0.6% | -1.6% | -2.9%[59 µM]
Cc1ccc(C(=O)Nc2nnc(S(=O)(=O)N3CCOCC3)s2)cc1 | 0.7%&-2.1% | 45.9%&-10.1%[activator] | 33.9%&11.7% | 12.6% | 7.8%&2.9% | 3.8%&-19.6% | 0.2%&-2.2% | -9.0%&-22.0% | ?
COc1ccc(Cc2nc3ccc(C(=O)NCc4cc(C)no4)cc3o2)cc1OC | -20.4% | 21.8% | -0.3% | 14.2% | -16.7% | 1.4% | 0.1% | -6.9% | 49.2%
O=C(COc1ncnc2ccccc12)N1CCOCC1 | -10.8% | -2.0% | 36.2% | -1.0% | 4.4% | -3.7% | -1.5% | -5.7% | -8.1%[59 µM]
CCc1c(C)[nH]c2c1C(=O)C(CN1CCOCC1)CC2 (stereo not given) | -11.0% | -10.3% | 11.4%[57.1 µM] | -1.9% | -7.0%[60.1 µM] | · | · | -28.1% | 18.9µM*!
COc1ccc([N+](=O)[O-])cc1NS(=O)(=O)c1ccccc1 | -9.6% | 40.5%[activator] | 1.8% | 4.4% | -19.5% | -0.3% | 4.2% | -15.2% | 0.794µM*

In a second layout: 2 of the compounds above.
Each structure is followed by: Pol eta inh	POLI inh	Pol beta inh	APE1 inh	POLK inh	BAZ2B block	BLM helicase inh	JMJD2A Tudor	G9a block
CCC(Oc1ccccc1)C(=O)NCc1ccc(S(N)(=O)=O)cc1 (stereo not given)
  -14.3%	0.1%	6.0%	?	-3.5%	10.4%	4.5%	-9.5%	5.9%[59 µM]
O=C(NCCc1ccc(F)cc1)C(=O)Nc1cc2c3c(c1)CC(=O)N3CCC2
  -14.5%	20.9%	·	37.6%	0.5%	-21.0%	·	-3.4%	-22.6%

Further structures follow:
SMILES | Pol eta inh | POLI inh | Pol beta inh | APE1 inh | POLK inh | BAZ2B block | BLM helicase inh | JMJD2A Tudor | G9a block
CC1CCN(C(=O)CSc2nc(-c3ccc(C(C)C)cc3)no2)CC1 | -6.6% | 5.1% | -11.5% | · | -6.4% | 62.8%[activator] | -7.9% | 44.2%[activator] | 38.7%[59 µM]
COc1cc2c(cc1OC)CN(Cc1cc(=O)oc3cc(C)c(C)cc13)CC2 | -12.2% | 18.6% | 25.0% | -0.3% | -9.9% | -9.0% | -9.3% | -22.2% | 7.94µM*
Cc1cc(NC(=O)CCS(=O)(=O)c2ccc3c(c2)NC(=O)C(C)S3)ccc1Br (stereo not given) | -7.0% | -17.0% | 13.2% | -11.7% | -20.7% | -4.5%[57.1 µM] | -2.1% | -13.2% | 0.6%
O=C(Nc1ccc(N2CCOCC2)nc1)c1cccs1 | 14.2% | 117.5%[activator] | 8.1% | -5.7% | -8.0% | -7.3% | -0.1% | -8.4% | 2.3%
O=C1CCC(C(=O)NC2(C(=O)NC3CCCCC3)CCCCC2)N1 (stereo not given) | -12.3% | 3.5% | 22.5% | 11.0% | -1.4% | -3.7% | -1.7% | 5.4% | -32.4%[59 µM]
O=C(COc1ccc(C(=S)N2CCCC2)cc1)Nc1ccc(F)cc1 | -13.8% | 2.9% | -11.6% | 35.0% | -1.1% | -22.4% | -7.5% | -9.6% | 11.8%
Cc1ccc2[nH]cc(C(=O)NCc3cccs3)c(=O)c2c1 | 7.8% | 4.6% | -22.7% | 1.6% | -1.7% | 5.1% | -3.5% | -8.1% | -46.5%[59 µM]

2 compounds picked at random from those above:
SMILES | Pol eta inh | POLI inh | Pol beta inh | APE1 inh | POLK inh | BAZ2B block | BLM helicase inh | JMJD2A Tudor | G9a block
O=C(Nc1ccc(N2CCOCC2)nc1)c1cccs1 | 14.2% | 117.5%[activator] | 8.1% | -5.7% | -8.0% | -7.3% | -0.1% | -8.4% | 2.3%
Cc1ccc2[nH]cc(C(=O)NCc3cccs3)c(=O)c2c1 | 7.8% | 4.6% | -22.7% | 1.6% | -1.7% | 5.1% | -3.5% | -8.1% | -46.5%[59 µM]

Screens as filed in PubChem BioAssay.
